TcdB inh = inhibitors of Clostridioides difficile toxin B glycohydrolase; TcdB glycohydrolase enzymatic assay, plate reader; hit rate 0.24% among 350,000; inhibition, % at 9.99 µM; AID 652162; in the data active means inhibition above about 10%
PriA SSB inh = inhibitors of Klebsiella pneumoniae PriA binding to SSB C-terminal tail; hit rate 0.6% among 430,000; AID 1272365; inhibition, % at 33 µM; AlphaScreen SSBct-PriA binding, biotinylated peptide; in the data active means inhibition mostly above about 37%, no sharp cut-off; inactive means mostly below about 20%;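 further: plate controls were negative control peptide for no effect and reference peptide for full effect; strong numbers were not always called active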
CCHFV vOTU inh = blocks the CCHF virus ovarian tumor domain protease | CCHFV vOTU protease, Pep-AMC fluorescence | inhibition, % at 11.5 µM | hit rate 0.55% among 370,000 | AID 651958; in the data active means inhibition above about 30%; further: 0% = vehicle wells with enzyme and 100% = no enzyme wells
DUSP3 inh = blocks human VHR1 dual specificity phosphatase. P51452. recombinant VHR phosphatase, pNPP absorbance. inhibition, % at 13.3 µM. hit rate 0.52% among 290,000; in the data active means inhibition above about 50%; further: some compounds called inactive have numbers as strong as hits
Target sequence (P51452 whole entry, looked up): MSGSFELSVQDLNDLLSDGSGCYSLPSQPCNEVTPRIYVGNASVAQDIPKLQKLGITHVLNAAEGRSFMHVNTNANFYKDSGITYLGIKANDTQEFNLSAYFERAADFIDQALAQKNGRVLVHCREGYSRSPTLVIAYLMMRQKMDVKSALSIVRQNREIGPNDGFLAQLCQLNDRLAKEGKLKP
SARS 3CLpro inh = SARS-CoV 3CLpro protease inhibition; recombinant SARS-CoV 3CLpro, quenched FRET peptide cleavage; inhibition, % at 6 µM; hit rate 0.14% among 290,000; AID 1706; in the data active means inhibition above about 12%
MazF activator = MazEF (E. coli) toxin RNase activation; P0AE70; FAM/BHQ RNA-DNA oligo cleavage fluorescence, 5 h; activation, % at 20 µM; hit rate 0.32% among 350,000; AID 504720; in the data active means activation above about 50%
Target sequence (P0AE70 whole entry, looked up): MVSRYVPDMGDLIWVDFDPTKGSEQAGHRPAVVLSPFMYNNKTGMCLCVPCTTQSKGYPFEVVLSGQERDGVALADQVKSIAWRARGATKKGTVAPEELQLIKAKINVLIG
Rv3671c protease = Rv3671c (M. tuberculosis) protease inhibition. P9WHR9. inhibition, % at 5.96 µM. hit rate 0.048% among 320,000. AID 2606; in the data active means inhibition above about 38%;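 further: extracellular domain of Rv3671c used as enzyme; 0% = enzyme with DMSO and 100% = no enzyme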
Target sequence (P9WHR9 whole entry, looked up, the tested form may be a part): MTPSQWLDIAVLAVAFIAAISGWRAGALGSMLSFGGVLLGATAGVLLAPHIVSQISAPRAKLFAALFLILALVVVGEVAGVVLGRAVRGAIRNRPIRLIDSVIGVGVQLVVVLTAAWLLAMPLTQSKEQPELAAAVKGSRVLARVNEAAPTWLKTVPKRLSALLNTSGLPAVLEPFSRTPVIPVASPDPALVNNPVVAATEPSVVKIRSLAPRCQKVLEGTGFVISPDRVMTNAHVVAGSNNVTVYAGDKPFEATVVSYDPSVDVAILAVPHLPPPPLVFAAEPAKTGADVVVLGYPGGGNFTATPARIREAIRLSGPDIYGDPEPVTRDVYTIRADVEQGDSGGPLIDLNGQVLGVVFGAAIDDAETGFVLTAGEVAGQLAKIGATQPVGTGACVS
Y pestis TopoI = inhibitors of Yersinia pestis topoisomerase I; Y. pestis Topo-I cleavage product accumulation, plate reader; activity, % at 10 µM; hit rate 0.064% among 360,000; AID 504884; in the data active means activity above about 50%, passing the limit was not always enough; further: inactives centre near 2
PrPC TRFRET = reduces human prion protein on the cell surface. cell surface PrPC, TR-FRET read-out. hit rate 0.43% among 370,000. inhibition, % at 13.8 µM; in the data active means inhibition above about 24%; further: 0% = median of the test wells and 100% = reference compound wells
BH1578 lux ind = induces V. cholerae light production without autoinducers; V. cholerae BH1578 lux reporter, luminescence, 6 h; activation, % at 18.7 µM; hit rate 0.16% among 350,000; AID 588436; in the data active means activation mostly above about 9.7%, no sharp cut-off; further: not every result past the cut was called active; inactives centre near 0; reference of the scale not given here
Numbers without * were called inactive; i = inactive; . = no result given. A portion of the library; count on the stated rates, not on these rows.

Order of values: MazF activator, CCHFV vOTU inh, PriA SSB inh, BH1578 lux ind, PrPC TRFRET, DUSP3 inh, Y pestis TopoI, TcdB inh, SARS 3CLpro inh, Rv3671c protease
> COC(=O)C1=C(c2ccccc2)C[C@@H]2CC[C@H]1N2C(=O)NCc1ccccc1
→ 2, -10, -11, i, -4, ., 1, ., ., -14
> CCOC(=O)C1=C(N)Oc2ccc3ccccc3c2C1c1cccc(O)c1 (stereo not given)
→ 2, 4, 9, i, -7, 66, -6, -0.6, 0, -24
> Oc1ccccc1C=NCCN=Cc1ccccc1O
→ 7, -6, -16, i, -5, 13, -6, -2.9, -1, 0
> Cc1ccccc1C(=O)OCC(=O)Nc1cccc(S(=O)(=O)N2CCCCC2)c1
→ 1, 1, ., -0.5, 7, ., 23, -0.7, ., .
> CS(=O)(=O)c1ccc(Cl)c(NC(=O)CSc2n[nH]c(-c3cccs3)n2)c1
→ -19, 1, 0, i, 1, ., 0, -0.4, ., -8
> Cc1cccc(CS(=O)(=O)Cc2ccc(C(=O)NC3CCCCC3)o2)c1
→ 4, 5, 4, i, -12, -9, -1, 1.5, 5, -7
> COc1ccc(N2CCN(C(=O)c3cc(C4CC4)nn3-c3ccccc3)CC2)cc1
→ 2, 16, 29, -4.0, 9, ., 12, -11, ., 10
> CCN(CC)C(=O)c1ccc2c3c(cccc13)C(=O)N(CCc1ccc(OC)c(OC)c1)C2=O
→ -7, ., -10, -0.3, ., 26, 19, ., 5, -7
> Cc1ccc(C)c(NC(=O)CN(C)C(=O)c2cccc(Oc3ccccc3)c2)c1
→ 0, 14, -20, i, 4, ., 13, 3.7, ., -3
> CSc1ccc(C2NC(=O)c3c(sc4c3CCN(C)C4)N2)cc1 (stereo not given)
→ -116, -4, -11, -1.6, -10, 17, 5, 1.5, 1, -13
> CNCCCOc1ccc(C)cc1Br
→ -4, 30*, -4, 3.1, -2, 39, -1, ., 3, 8
> COc1ccc(CC(=O)NNC(=O)c2cc(C)oc2C)cc1OC
→ 2, -4, -15, i, -3, ., 3, 0.0, ., 14
> COc1ccc(-c2noc(N3CCC(C(=O)Nc4cc(OC)c(OC)c(OC)c4)CC3)n2)cc1
→ -9, 13, -7, i, -6, 21, 14, 0.6, -2, -2
> Cc1cc(NC(=O)C(C)SCC(=O)Nc2cc(C(F)(F)F)ccc2N2CCCCC2)no1 (stereo not given)
→ -8, 12, -13, -0.8, 2, ., 39, -0.3, ., -7
> CCOC(=O)C1(C)CCCN1C(=O)c1ccc(N(C)C)cc1 (stereo not given)
→ ., -1, ., i, -1, ., 4, 0.6, ., .
> CCN1CCN(C2=NC(=O)/C(=C/c3ccc(C)o3)S2)CC1
→ -6, 1, -6, -0.2, -11, 0, 8, ., -5, -4
> Cc1ccc(S(=O)(=O)N(C)CC(=O)Nc2cccc3c2CCCC3)cc1
→ 2, -2, -16, 5.3, 8, 10, 24, ., 3, -3
> COCCCNC(=O)C1CC(=O)N(CCc2ccc(F)cc2)C1 (stereo not given)
→ 5, 8, 5, -0.8, -3, -13, -3, -0.4, 5, -1
> C/C(=N\NC(=O)c1ccccc1)C1C2C=CC(C2)C1(C)C (stereo not given)
→ 8, 12, ., -0.1, -2, 6, -3, 0.7, -6, -2
> O=C(Cn1nc(-c2ccc(Cl)cc2)ccc1=O)N1CCN(c2ccccc2)CC1
→ -13, 5, -3, -3.1, -13, 22, 26, ., 2, 9

Molecules listed so far that have fluorine, in the order listed:
Order of values: MazF activator, CCHFV vOTU inh, PriA SSB inh, BH1578 lux ind, PrPC TRFRET, DUSP3 inh, Y pestis TopoI, TcdB inh, SARS 3CLpro inh, Rv3671c protease
> Cc1cc(NC(=O)C(C)SCC(=O)Nc2cc(C(F)(F)F)ccc2N2CCCCC2)no1 (stereo not given)
→ -8, 12, -13, -0.8, 2, ., 39, -0.3, ., -7
> COCCCNC(=O)C1CC(=O)N(CCc2ccc(F)cc2)C1 (stereo not given)
→ 5, 8, 5, -0.8, -3, -13, -3, -0.4, 5, -1

More results.
Order of values: MazF activator, CCHFV vOTU inh, PriA SSB inh, BH1578 lux ind, PrPC TRFRET, DUSP3 inh, Y pestis TopoI, TcdB inh, SARS 3CLpro inh, Rv3671c protease
> CC(=O)N(C)N(C)c1cc(C)nc(N)n1
→ 11, -10, 2, -0.6, -4, 17, -3, 2.1, 5, 0
> COc1ccc(Nc2nnc(SCC(=O)NC3CCCC3)s2)cc1
→ 3, -10, ., i, 4, ., 17, -0.4, ., .
> COC(=O)Cc1[nH]nc2c1C(c1cc(OC)c(OC)c(OC)c1)C(C#N)=C(N)O2 (stereo not given)
→ -1, 7, -3, -0.3, 5, 24, 1, 1.2, -5, 40*
> CCCCCCCCCCCCN1[C@@H](CC(C)=O)c2cc(F)ccc2S1(=O)=O
→ -9, 7, -38, i, 2, ., 17, 1.0, ., -20
> O=C(CSc1nnc2ccc(-c3ccccn3)nn12)NCC1CCCO1 (stereo not given)
→ 4, -8, -11, -2.0, -13, 26, 0, 2.2, 2, -1
> COc1ccccc1NC(=O)CCN1C(=O)C2CC=CCC2C1=O (stereo not given)
→ 7, 3, -22, -0.2, -1, 10, 8, 0.4, -5, 2
> N#Cc1c2c(c(NCc3ccco3)n3c1nc1ccccc13)CCC2
→ -3, -12, -1, -0.6, -8, 8, -8, ., 1, -2
> Cc1ccc(OCC(=O)Nc2ccc(N3CCN(C(=O)c4ccco4)CC3)cc2)cc1C
→ 1, 3, -2, -0.3, 5, 6, 5, 0.9, 5, 0
> Cc1ccc2occ(C(c3nnnn3Cc3ccccc3)N3CCOCC3)c(=O)c2c1 (stereo not given)
→ -1, -3, -4, 25*, 1, 3, 13, ., 9, -2
> Cc1ccc(Cn2ccc(C3CC3)n2)cc1
→ 3, -2, -20, -1.4, 3, 13, -5, 1.7, 0, 6
> CN(C)/C=C/C(=O)c1cc(N2CCOCC2)ccc1[N+](=O)[O-]
→ 5, 12, -10, i, -10, 4, -2, -2.3, 1, 7
> COc1ccc(C(=S)N2CCCCCC2)cc1
→ -1, 12, -5, i, 4, 9, 0, ., -4, -8
> CCCCn1c(N)c(N(CCOC)C(=O)CSc2ccccc2C)c(=O)[nH]c1=O
→ 3, -7, -15, 0.0, 2, ., 0, 1.5, ., -2
> COc1ccc(N=CC2=C(O)c3ccccc3C2=O)c(OC)c1
→ 0, 0, 27, i, -5, 34, -14, ., -4, 1
> C#CCOCCOCCOCCNc1nc(N2CCN(C(=O)[C@H](CO)n3cc([C@@H](N)C(C)C)nn3)CC2)nc(N2CCN(C(=O)[C@H](CCCCN)n3cc([C@@H](N)[C@H](C)CC)nn3)CC2)n1
→ 17, 8, 0, -0.3, 1, ., -6, -0.5, ., 1
> CCOc1ccc(C(=O)OCC(=O)NC2CCCC2)cc1OCC
→ 6, -9, 9, i, 9, ., -3, 0.5, 2, 3
> CCCCOc1nc2ccccc2nc1C(C#N)S(=O)(=O)c1ccccc1 (stereo not given)
→ 3, -6, -6, i, 5, 12, -4, 0.7, 5, -8
> C=CCc1c(C)nc(C)nc1N/N=C/c1ccc(F)cc1
→ 1, 21, ., i, 4, -1, -4, ., 1, -3
> COc1ccc(OC)c(NS(=O)(=O)c2cc3c4c(c2)CCN4C(=O)CC3)c1
→ 6, 18, -6, 1.8, 3, ., -2, -4.8, ., .
> Nc1c(Cl)c(Cl)nc(C(=O)OCC(=O)N2CCCC2=O)c1Cl
→ -9, -8, -4, -19, -2, ., -1, 0.7, ., 3
> O=C(N/N=C/c1ccc(-c2ccccc2)o1)c1ccccc1O
→ 5, -4, i, -3.2, -4, -13, -1, 0.6, 3, 7
> Cc1cc(Cl)ccc1OCC(=O)NC(=S)Nc1ccc(Cl)cn1
→ -42, -11, -9, i, 0, 13, -10, 1.0, 0, .
> O=C(COc1ccccc1)NC1CCCc2ccccc21 (stereo not given)
→ 5, 24, -14, i, 6, 0, 3, -4.8, -2, 13
> O=c1c2c(-c3cccs3)csc2[nH]c(=S)n1-c1ccccc1
→ -14, 0, -3, i, 4, 21, -5, ., -1, -1
> Cc1csc(=O)n1CC(=O)OC(C)C(=O)Nc1ccc(F)c(F)c1F (stereo not given)
→ -3, 7, -6, -1.8, 2, ., -5, -0.7, ., -6
> CCOc1cc(-c2sc(Nc3cc(C)ccc3OC)n[n+]2-c2ccccc2)ccc1OC
→ 15, 17, 1, i, -3, ., -10, 1.1, ., 6
> CCCCn1c(-c2cccnc2)nc2cc3[nH]c(=O)c(C(C)C)nc3cc21
→ -1, -53, 0, i, 0, 17, 32, 1.8, -4, -3
> COc1ccc(CC(=O)OC2CCCN(C)C2)cc1 (stereo not given)
→ -26, -7, -19, i, -3, 2, -4, 1.8, -4, 0
> CCCCCCNC(=O)c1cn(CC)c2cc(N3CCN(C)CC3)c(F)cc2c1=O
→ 8, -16, 1, -0.6, -13, 13, 19, -1.6, -9, -10
> COc1ccc(C(=O)/C=C2\Sc3ccccc3N2C)cc1
→ 11, 7, -16, -0.2, -11, 36, 26, 2.0, 3, -2
> Cc1[nH]c2ccccc2c1C(c1ccccn1)N1CCC(C(N)=O)CC1 (stereo not given)
→ -4, -11, 10, -0.1, -1, 15, 7, ., -1, -10
> O=[N+]([O-])c1cccc(-c2ccn[nH]2)c1
→ 5, 12, -8, -0.3, -1, 6, 3, 2.2, -1, 0
> Cc1cccc(NC(=O)Cc2nc(-c3c[nH]c(C(=O)N4CCCC4)c3)cs2)c1
→ 8, -6, 5, -0.6, 8, ., 45, 0.7, ., .
> CCN1CCN(c2ccc(NC(=O)COc3ccc(Cl)cc3C)cc2)CC1
→ 5, 7, -18, -2.8, -4, ., -12, 1.2, ., -1
> COc1cc(NC(=O)CCc2nnc3ccc(N4CCCCC4)nn23)cc(OC)c1OC
→ 5, 10, -1, -0.3, -13, 80, 8, 0.5, -13, -10
> CN(CCc1nnc(N)s1)[N+](=O)[O-]
→ 7, -11, -2, -0.4, 10, 13, -10, 1.7, 2, 5
> CCOC(=O)C1(C)CCN1C(=O)c1ccc(SC(F)(F)F)cc1 (stereo not given)
→ ., 11, ., i, 0, ., 1, 0.8, ., .
> C=CCNc1oc(-c2cccs2)nc1C#N
→ 6, -308, 6, i, 1, -4, 2, ., -1, 1
> CC(=O)N1CCN(C(=O)CN2C(=O)NC(C)(c3ccc4ccccc4c3)C2=O)CC1 (stereo not given)
→ 5, 13, 0, -0.3, 2, ., 1, -0.1, ., -6
> Cc1ccc(NCC(=O)N/N=C\c2ccc([N+](=O)[O-])o2)cc1
→ 9, 1, ., -1.9, -23, 42, -7, -1.4, 3, -5
> COC(=O)c1ccc(/C=N/NC(=O)C2CC(=O)N(c3ccc(F)cc3)C2)cc1 (stereo not given)
→ 13, 12, ., i, 2, -14, 2, 0.6, 2, -2
> CC1=NN(/C(=N\c2nnc(C)s2)Nc2ccccc2)[C@H](c2cccc3ccccc23)S1
→ 4, 1, ., i, 1, -10, -1, ., 3, 2
> CN(CC(=O)Nc1cccc(F)c1)C(=O)CSc1ccccc1
→ -2, 1, -7, i, -3, ., 3, 1.3, ., 4
> CN1/C(=C/C=C(/C#N)C(N)=O)C(C)(C)c2ccccc21
→ -35, 17, -25, -0.7, 0, 44, -1, ., 4, -2

High-throughput results: PubChem, several laboratories
